Assay outcomes (PubChem)
N-glyco inh: increase of ERlucT glycosylation luciferase signal, primary screen, N-linked glycosylation inhibitor project, D54 ERlucT cells, luminescence, set 2; D54 ERlucT glycosylation luciferase reporter, 24 h; percent of 100 nM tunicamycin response; reporter increase, % at 12.5 µM; 0.23% of 360,000 active; AID 588692, 2011;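 active means mean luciferase reporter signal, scaled so untreated is 0 and the glycosylation-blocking control 100, at or above a set limit in every replicate; inconclusive means mean reaches the limit but not every replicate does; inactive means mean below the limit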;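 further: luciferase carries N-glycosylation sites so blocking glycosylation raises the light; 0% = median of neutral control wells and 100% = median of 100 nM tunicamycin wells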
H9c2 protect: cardioprotection against H2O2-induced cell death, primary screen, uHTS, H9c2 cells, ATPLite luminescence. H9c2 cardiomyocytes, H2O2 injury protection, 2 h. AID 588492, 2011. protection from H2O2 cell death, % at 20 µM. 0.63% of 360,000 active;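 active means compounds giving at least 50% protection of heart cells from peroxide-induced death in the single-dose screen, raw or plate-pattern-corrected value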;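 further: 0% = DMSO wells with peroxide and 100% = DMSO wells without peroxide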
m5-HT2A agonist: mouse Htr2a agonists via beta-arrestin recruitment, primary screen, cell-based, luminescence; CHO-K1 mHTR2A beta-arrestin complementation; percent of 30 µM serotonin response; activation, % at 7.6 µM; 0.66% of 360,000 active;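 active means activation above a run cutoff, the mean activation of all tested compounds plus 3 SD, cut at about 14% in these data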;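 further: 0% = plate median of compound wells and 100% = 30 µM serotonin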
Target sequence (P35363 whole entry, looked up): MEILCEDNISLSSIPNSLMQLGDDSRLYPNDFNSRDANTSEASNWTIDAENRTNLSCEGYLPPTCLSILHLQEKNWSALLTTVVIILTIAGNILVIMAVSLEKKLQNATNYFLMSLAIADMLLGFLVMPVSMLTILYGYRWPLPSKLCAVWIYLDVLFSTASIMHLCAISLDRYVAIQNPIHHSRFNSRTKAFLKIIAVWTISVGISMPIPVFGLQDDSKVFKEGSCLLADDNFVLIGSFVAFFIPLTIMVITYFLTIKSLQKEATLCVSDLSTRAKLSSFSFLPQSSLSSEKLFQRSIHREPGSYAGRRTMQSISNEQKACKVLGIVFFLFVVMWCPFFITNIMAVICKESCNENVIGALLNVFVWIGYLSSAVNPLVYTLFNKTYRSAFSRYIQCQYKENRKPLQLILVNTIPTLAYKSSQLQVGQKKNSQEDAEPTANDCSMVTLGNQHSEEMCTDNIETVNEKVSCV
PDI inh: inhibitors of human PDI, primary screen, biochemical, turbidity, single point, plate reader; Protein disulfide-isomerase (Homo sapiens), P07237; PDI insulin aggregation turbidity, A650, 90 min; inhibition, % at 10 µM; 0.052% of 350,000 active; AID 588391, 2011;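 active means mean inhibition across replicates of 30% or more, whatever share of single replicates reach that level; inconclusive means mean inhibition below 30% while every single replicate reaches 30%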;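 further: absorbance from insulin aggregation driven by PDI reduction with DTT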
Target sequence (P07237 whole entry, looked up): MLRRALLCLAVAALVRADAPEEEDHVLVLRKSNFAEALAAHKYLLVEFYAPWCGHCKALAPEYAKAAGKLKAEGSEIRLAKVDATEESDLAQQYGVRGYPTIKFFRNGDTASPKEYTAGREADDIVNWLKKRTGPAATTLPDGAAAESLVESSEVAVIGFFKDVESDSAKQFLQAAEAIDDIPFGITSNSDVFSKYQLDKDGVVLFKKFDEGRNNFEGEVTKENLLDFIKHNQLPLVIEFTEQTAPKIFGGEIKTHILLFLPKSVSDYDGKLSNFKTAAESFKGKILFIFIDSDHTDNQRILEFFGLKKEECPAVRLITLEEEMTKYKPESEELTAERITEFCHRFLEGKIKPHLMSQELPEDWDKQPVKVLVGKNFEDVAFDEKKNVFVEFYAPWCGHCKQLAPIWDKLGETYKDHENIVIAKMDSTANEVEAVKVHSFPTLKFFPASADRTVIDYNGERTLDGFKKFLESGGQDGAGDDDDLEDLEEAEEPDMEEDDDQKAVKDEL
ABCB6 inh MLPCN: ABCB6 transporter inhibitors, primary screen, K562-ABCB6 cells, flow cytometry, MLPCN library | ATP-binding cassette sub-family B member 6 (Homo sapiens), Q9NP58 | fluorescence ratio to DMSO, % at 10 µM | K562-ABCB6 porphyrin accumulation, 1 h; hits give low values | 0.19% of 360,000 active | AID 602162, 2011;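 active means fluorescence ratio to DMSO below 75%, the collection mean minus 3 SD; inconclusive means too few cells collected in the well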;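 further: signal is porphyrin accumulated inside mitochondria; 100% equals median channel fluorescence of DMSO control wells; lower ratio means ABCB6 inhibition with less porphyrin fluorescence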
aDG glyco act: activators of alpha-DG glycosylation, primary screen, uHTS, Pro5-aDG cells, AlphaScreen. alpha-DG glycosylation AlphaScreen (IIH6); 0% Pro5, 100% B10-LARGE cell signal. activation, % at 10 µM. 0.22% of 360,000 active;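 active means activation of at least 8% versus controls, or a plate z-score of at least 8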;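 further: Pro5 are CHO cells carrying HIG-tagged alpha-DG that lacks glycosylation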
CaV13 ICDI inh: Disruptors of the CACNA1D IQ motif to Ca2+-dependent inactivation inhibitor domain association, primary screening, Förster resonance energy transfer in intact living …. 0.098% of 340,000 active. AID 743397. inhibition, % at 12.3 µM. HEK cells, CFP/YFP FRET ICDI-IQ, plate reader, 10 min; percent FRET-ratio fall versus neutral wells;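 active means mean replicate inhibition of at least 30% and at least 1% of replicates passing that level; inconclusive means only one of the two criteria is met; inactive means neither criterion is met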;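 further: 0% = median of the neutral control wells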
iPSC survival up: enhancers of single-cell hiPSC survival, primary screen, ATPlite luminescence; survival enhancement, % at 20 µM; 100% = ROCK inhibitor wells, 0% = DMSO; 0.044% of 360,000 active; AID 602274, 2012; in the data active means survival enhancement above about 18%;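 further: cells exposed to compounds for 16 hours before the ATP read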
Vif imaging: HIV Vif self-association inhibitors, primary screen, imaging, HEK293T, single point; HEK293T cells, Vif self-association by quenched fluorescence, 24 h; inhibition, % at 7.49 µM; 0.35% of 340,000 active; in the data active means inhibition above about 50%, passing the limit was not always enough; inconclusive means no clear call, values can overlap the other calls; inactive means below about 31%; further: some results filed as inactive read as strong as hits
Granule exo inh: LAMP-1 surface exposure blockers, TALL-104 cells – cell-based, flow cytometry, MLPCN library, primary screen; TALL-104 LAMP-1 surface exposure; cells stimulated with thapsigargin and PMA; inhibition, % at 10 µM; 0.66% of 360,000 active; AID 651702, 2012;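 active means inhibition above about 55%, limit read from the data; inconclusive means no clear call, values can overlap the other calls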
* marks the source's active call; other numbers are inactive results; ? = inconclusive; nt = not tested or not shown.

SMILES	N-glyco inh	H9c2 protect	m5-HT2A agonist	PDI inh	ABCB6 inh MLPCN	aDG glyco act	CaV13 ICDI inh	iPSC survival up	Vif imaging	Granule exo inh
Cn1nnnc1Sc1c(Cl)cccc1[N+](=O)[O-]	-2	-3	4	21	98	0.6	-5	0.7	0	3
CN(CCc1ccccc1)C(=O)c1ccc(NC(=O)Cc2cccc(NC(=O)C3CCN(C(=O)C4CCCCC4)CC3)c2)cc1	0	-10	-3	5	101	-0.2	-5	-2.7	-2	9
O=C(CN1C2=NCCCN2c2ccccc21)c1cccc(Br)c1	4	5	-6	-4	97	0.3	-4	-3.4	6	7
O=C(NCC(=O)N1CCc2ccccc2C1)c1ccccc1Cl	4	-1	3	3	87	0.0	-2	0.6	-9	-19
O=C(Cc1cccs1)Nc1ccc(F)c(F)c1	0	-2	-3	-4	96	0.2	-5	0.1	-1	-1
COc1cc(OC)c(NC(=O)CN(C)S(=O)(=O)c2ccc(-c3ccc(=O)[nH]n3)s2)cc1Cl	1	9	2	-5	102	-0.2	-7	0.5	-4	-3
CC1(C)N=C(N)N=C(N)N1c1cccc(CN)c1	3	0	2	11	95	-0.1	-5	-0.3	-11	-2
Cc1ccc(CN=c2c([N+](=O)[O-])nn(-c3cccc(C)c3)n2O)cc1	2	0	0	-1	101	-0.1	-2	-0.7	0	1
O=c1c([N+](=O)[O-])c(N2CCOCC2)c2ccccc2n1Cc1ccccc1	-2	-6	-8	-4	98	-0.6	-5	-0.4	-1	0
COC(=O)c1ccc(NC(=O)C23CCC(C)(C(=O)O2)C3(C)C)cc1 (stereo not given)	1	4	2	1	93	-0.2	nt	-2.1	-1	0
CCOc1ccccc1NC(=O)N1CCCc2ccccc21	-3	-2	-1	4	89	0.0	-5	0.7	12	1
Cc1cc2oc(=O)cc(CN(C)Cc3ccccc3F)c2cc1Cl	-3	-4	2	-12	96	0.1	-3	0.2	9	28
O=[N+]([O-])c1cc(Br)c2c(c1)CCN2	-1	15	-5	-5	97	-0.1	-4	-0.7	0	5
CCCn1c(=NC(=O)CCS(=O)(=O)c2ccccc2)sc2cc(S(N)(=O)=O)ccc21	-5	-7	0	0	106	0.3	-6	-0.4	-3	-7
CN(C)N1C(N)=C(C#N)C(c2ccc(Cl)cc2)C2=C1CCCC2=O (stereo not given)	5	3	-9	-2	97	0.0	-7	0.0	-6	14
COc1ccc(-c2nc(-c3ccccn3)nc(N3CCN(C)CC3)c2C#N)cc1	-4	3	-4	7	110	-0.3	-6	-0.9	?	-7
C[n+]1ccccc1COc1ccc(C(C)(C)C)cc1	-2	-7	1	-2	102	-0.3	-5	0.2	-7	-2
CCOc1ccc(S(=O)(=O)N2CCOCC2)cc1NC(=O)C1CCC1	2	0	-1	-8	97	0.2	nt	0.4	1	-1
Cc1ccc(CC(=O)Nc2cc(C)ccn2)cc1	0	1	-8	11	98	-0.1	-4	-0.7	5	-10
Cc1ccc(N2CCN(c3ccc(NC(=O)CCC(=O)O)cc3)CC2)cc1	3	2	3	-1	97	0.0	-19	3.6	-6	-2
COc1cccc(C(=O)NNC(=O)C(=O)Nc2cccc(Cl)c2C)c1	2	4	-4	-2	99	-0.1	-5	-0.5	-10	0
COC(=O)c1cc(-c2ccc(Cl)cc2Cl)n[nH]1	1	-5	-2	-2	98	0.0	-3	4.1	-13	-3
CC(=O)Nc1ccc(S(=O)(=O)N2CCN(C)CC2)cc1	-1	4	3	-4	94	-0.4	-6	-1.8	2	-1
Cc1cc(C)c(OCC(=O)Nc2nc(-c3ccccn3)cs2)c(C)c1	-1	63*	0	0	103	0.9	-2	1.1	-9	-3

11 entries out of the list, arranged by length of the SMILES, high to low:
SMILES	N-glyco inh	H9c2 protect	m5-HT2A agonist	PDI inh	ABCB6 inh MLPCN	aDG glyco act	CaV13 ICDI inh	iPSC survival up	Vif imaging	Granule exo inh
CCCn1c(=NC(=O)CCS(=O)(=O)c2ccccc2)sc2cc(S(N)(=O)=O)ccc21	-5	-7	0	0	106	0.3	-6	-0.4	-3	-7
COc1ccc(-c2nc(-c3ccccn3)nc(N3CCN(C)CC3)c2C#N)cc1	-4	3	-4	7	110	-0.3	-6	-0.9	?	-7
Cc1ccc(N2CCN(c3ccc(NC(=O)CCC(=O)O)cc3)CC2)cc1	3	2	3	-1	97	0.0	-19	3.6	-6	-2
COc1cccc(C(=O)NNC(=O)C(=O)Nc2cccc(Cl)c2C)c1	2	4	-4	-2	99	-0.1	-5	-0.5	-10	0
CCOc1ccc(S(=O)(=O)N2CCOCC2)cc1NC(=O)C1CCC1	2	0	-1	-8	97	0.2	nt	0.4	1	-1
Cc1cc2oc(=O)cc(CN(C)Cc3ccccc3F)c2cc1Cl	-3	-4	2	-12	96	0.1	-3	0.2	9	28
CC(=O)Nc1ccc(S(=O)(=O)N2CCN(C)CC2)cc1	-1	4	3	-4	94	-0.4	-6	-1.8	2	-1
COC(=O)c1cc(-c2ccc(Cl)cc2Cl)n[nH]1	1	-5	-2	-2	98	0.0	-3	4.1	-13	-3
C[n+]1ccccc1COc1ccc(C(C)(C)C)cc1	-2	-7	1	-2	102	-0.3	-5	0.2	-7	-2
CCOc1ccccc1NC(=O)N1CCCc2ccccc21	-3	-2	-1	4	89	0.0	-5	0.7	12	1
Cc1ccc(CC(=O)Nc2cc(C)ccn2)cc1	0	1	-8	11	98	-0.1	-4	-0.7	5	-10

Another view of two compounds above:
> COC(=O)c1cc(-c2ccc(Cl)cc2Cl)n[nH]1
  N-glyco inh = 1
  H9c2 protect = -5
  m5-HT2A agonist = -2
  PDI inh = -2
  ABCB6 inh MLPCN = 98
  aDG glyco act = 0.0
  CaV13 ICDI inh = -3
  iPSC survival up = 4.1
  Vif imaging = -13
  Granule exo inh = -3

> CC(=O)Nc1ccc(S(=O)(=O)N2CCN(C)CC2)cc1
  N-glyco inh = -1
  H9c2 protect = 4
  m5-HT2A agonist = 3
  PDI inh = -4
  ABCB6 inh MLPCN = 94
  aDG glyco act = -0.4
  CaV13 ICDI inh = -6
  iPSC survival up = -1.8
  Vif imaging = 2
  Granule exo inh = -1

Later entries
SMILES	N-glyco inh	H9c2 protect	m5-HT2A agonist	PDI inh	ABCB6 inh MLPCN	aDG glyco act	CaV13 ICDI inh	iPSC survival up	Vif imaging	Granule exo inh
C=CC(=O)NCC1OCCc2ccccc21 (stereo not given)	1	5	0	-5	92	0.5	6	5.3	8	-2
CN(C)c1ccccc1C(=O)N1CCCC(C(=O)c2ccc3ccccc3c2)C1 (stereo not given)	-4	-13	-1	8	93	0.4	-7	1.4	11	-1
COc1ccc2oc(C(=O)OCC(=O)N(C)CC(=O)Nc3ccc(C)cc3)c(C)c2c1	0	-2	2	-9	92	0.2	-4	0.4	8	2
O=C(COC(=O)C(Cc1ccccc1)NC(=O)c1ccccc1)c1ccccc1 (stereo not given)	0	4	-5	-10	96	-0.2	-2	-2.2	-13	-3
CCNC(=S)Nc1cccc(S(=O)(=O)NC2=NCCC2)c1	2	2	-1	2	100	0.0	8	0.0	-6	7
O=Cc1cnc(N2CCN(c3ccccc3)CC2)s1	1	3	5	0	100	0.4	2	1.5	0	-3
C/C=C/C(=O)Nc1nnc(C(C)C)s1	-1	2	1	-18	106	-0.3	0	0.9	3	3
COc1ccccc1CNC(=O)CSc1nc2ccccc2c(=O)n1CCCN1CCOCC1	-2	7	-3	-9	104	0.3	-8	-1.8	0	-1
COc1ccc(CNS(=O)(=O)c2cc(CN3C(=O)c4cccnc4C3=O)ccc2OC)cc1	0	0	0	-6	97	0.1	-2	-0.5	18	-2
CCOc1ccccc1N1CCN(C(=O)c2cc3ccccc3cc2OC)CC1	?	9	-3	13	99	0.2	-14	-0.6	-16	7
O=C(NCc1ccccc1)C(c1ccco1)N(C(=O)c1csnn1)c1ccccc1 (stereo not given)	-1	2	5	0	93	-0.1	-3	0.2	5	-15
Cn1c(=O)c2c(-c3ccccc3)n(-n3cnnc3)cc2n(C)c1=O	2	5	-4	-8	96	0.1	-9	-1.8	4	-1
COc1cc(OC)cc(C(=O)Nc2ccc(Cn3ccnc3)cc2)c1	2	-6	-5	-5	95	0.0	-17	-0.3	-4	-5
Cc1nc(SCC(=O)Nc2cccc(Cl)c2)n[nH]1	1	-9	-6	0	91	-0.1	nt	-2.7	-22	44
Cc1ccc(S(=O)(=O)NCCNc2ccccc2[N+](=O)[O-])cc1	-1	-11	-7	-4	99	-0.1	-7	-1.3	-7	3
CSc1ccccc1OCc1cc(C(=O)N(C)CCn2nc(C)cc2C)no1	2	10	4	0	96	0.1	-7	0.5	-4	-1
CC(O)c1c(OCc2ccccc2)ncnc1OCc1ccccc1 (stereo not given)	-4	-18	2	-3	108	0.4	nt	0.2	-14	4
CC(=O)NCCc1ccc(S(=O)(=O)Nc2ccc3c(c2)OCCO3)cc1	-3	-8	-3	-7	101	-0.1	-1	1.1	-3	2
O=[N+]([O-])c1cc(-c2nc(-c3ccncc3)no2)cc([N+](=O)[O-])c1	6	-2	3	11	98	8.7*	-8	-2.1	nt	8
O=c1[nH][nH]c(C(F)(F)F)c1C=Nc1cccc(Cl)c1	1	12	0	6	96	-0.2	-5	2.1	10	12
Cn1nc(-c2ccccc2)cc1NC(=O)Nc1ccccc1F	-4	-2	-2	9	102	0.3	-4	-0.3	-9	-6
O=C(COC(=O)/C=C/c1ccccc1Cl)NC(=O)Cc1ccccc1	-2	2	3	7	102	-0.2	-18	0.4	-5	-7
Cc1ccc(F)c(S(=O)(=O)NC(=O)C2(C)CCN2C(=O)Cc2cccc3ccccc23)c1 (stereo not given)	0	-4	-2	1	85	-0.2	-11	-2.5	0	2
CCn1c(C)c(C(C)=O)c(NCc2ccccc2)nc1=S	2	0	-7	-1	100	0.2	-7	3.6	8	-5
CCOc1ccc(CNC(=O)NS(=O)(=O)c2ccc(OC)cc2)cc1	0	-1	-1	9	90	0.5	-3	-0.8	6	-4
CC(C)CC(C(=O)Nc1ccc2c(c1)OCCO2)N1C(=O)c2ccccc2C1=O (stereo not given)	4	-8	7	7	90	0.1	nt	0.9	4	-3
O=C(C[C@@H]1C/C=C\C[C@@H](Cc2ccc(F)cc2)C(=O)OCCNC1=O)N[C@H](CO)Cc1ccccc1	2	-2	-4	-2	95	-0.1	-10	-2.0	-3	-4
CCC1(C)NC(=O)N(CC(=O)N2CCC(Cc3ccccc3)CC2)C1=O (stereo not given)	-1	-1	-1	1	102	0.0	-5	0.0	-4	-4

Not a hit list (roughly 3.1% active in at least one column).
